# TcdB GH inh: inhibitors of Clostridioides difficile toxin B glycohydrolase; TcdB glycohydrolase enzymatic assay, plate reader; P18177; hit rate 0.24% among 350,000; inhibition, % at 9.99 µM; in the data active = inhibition above about 10%
# Target sequence (P18177 whole entry, looked up): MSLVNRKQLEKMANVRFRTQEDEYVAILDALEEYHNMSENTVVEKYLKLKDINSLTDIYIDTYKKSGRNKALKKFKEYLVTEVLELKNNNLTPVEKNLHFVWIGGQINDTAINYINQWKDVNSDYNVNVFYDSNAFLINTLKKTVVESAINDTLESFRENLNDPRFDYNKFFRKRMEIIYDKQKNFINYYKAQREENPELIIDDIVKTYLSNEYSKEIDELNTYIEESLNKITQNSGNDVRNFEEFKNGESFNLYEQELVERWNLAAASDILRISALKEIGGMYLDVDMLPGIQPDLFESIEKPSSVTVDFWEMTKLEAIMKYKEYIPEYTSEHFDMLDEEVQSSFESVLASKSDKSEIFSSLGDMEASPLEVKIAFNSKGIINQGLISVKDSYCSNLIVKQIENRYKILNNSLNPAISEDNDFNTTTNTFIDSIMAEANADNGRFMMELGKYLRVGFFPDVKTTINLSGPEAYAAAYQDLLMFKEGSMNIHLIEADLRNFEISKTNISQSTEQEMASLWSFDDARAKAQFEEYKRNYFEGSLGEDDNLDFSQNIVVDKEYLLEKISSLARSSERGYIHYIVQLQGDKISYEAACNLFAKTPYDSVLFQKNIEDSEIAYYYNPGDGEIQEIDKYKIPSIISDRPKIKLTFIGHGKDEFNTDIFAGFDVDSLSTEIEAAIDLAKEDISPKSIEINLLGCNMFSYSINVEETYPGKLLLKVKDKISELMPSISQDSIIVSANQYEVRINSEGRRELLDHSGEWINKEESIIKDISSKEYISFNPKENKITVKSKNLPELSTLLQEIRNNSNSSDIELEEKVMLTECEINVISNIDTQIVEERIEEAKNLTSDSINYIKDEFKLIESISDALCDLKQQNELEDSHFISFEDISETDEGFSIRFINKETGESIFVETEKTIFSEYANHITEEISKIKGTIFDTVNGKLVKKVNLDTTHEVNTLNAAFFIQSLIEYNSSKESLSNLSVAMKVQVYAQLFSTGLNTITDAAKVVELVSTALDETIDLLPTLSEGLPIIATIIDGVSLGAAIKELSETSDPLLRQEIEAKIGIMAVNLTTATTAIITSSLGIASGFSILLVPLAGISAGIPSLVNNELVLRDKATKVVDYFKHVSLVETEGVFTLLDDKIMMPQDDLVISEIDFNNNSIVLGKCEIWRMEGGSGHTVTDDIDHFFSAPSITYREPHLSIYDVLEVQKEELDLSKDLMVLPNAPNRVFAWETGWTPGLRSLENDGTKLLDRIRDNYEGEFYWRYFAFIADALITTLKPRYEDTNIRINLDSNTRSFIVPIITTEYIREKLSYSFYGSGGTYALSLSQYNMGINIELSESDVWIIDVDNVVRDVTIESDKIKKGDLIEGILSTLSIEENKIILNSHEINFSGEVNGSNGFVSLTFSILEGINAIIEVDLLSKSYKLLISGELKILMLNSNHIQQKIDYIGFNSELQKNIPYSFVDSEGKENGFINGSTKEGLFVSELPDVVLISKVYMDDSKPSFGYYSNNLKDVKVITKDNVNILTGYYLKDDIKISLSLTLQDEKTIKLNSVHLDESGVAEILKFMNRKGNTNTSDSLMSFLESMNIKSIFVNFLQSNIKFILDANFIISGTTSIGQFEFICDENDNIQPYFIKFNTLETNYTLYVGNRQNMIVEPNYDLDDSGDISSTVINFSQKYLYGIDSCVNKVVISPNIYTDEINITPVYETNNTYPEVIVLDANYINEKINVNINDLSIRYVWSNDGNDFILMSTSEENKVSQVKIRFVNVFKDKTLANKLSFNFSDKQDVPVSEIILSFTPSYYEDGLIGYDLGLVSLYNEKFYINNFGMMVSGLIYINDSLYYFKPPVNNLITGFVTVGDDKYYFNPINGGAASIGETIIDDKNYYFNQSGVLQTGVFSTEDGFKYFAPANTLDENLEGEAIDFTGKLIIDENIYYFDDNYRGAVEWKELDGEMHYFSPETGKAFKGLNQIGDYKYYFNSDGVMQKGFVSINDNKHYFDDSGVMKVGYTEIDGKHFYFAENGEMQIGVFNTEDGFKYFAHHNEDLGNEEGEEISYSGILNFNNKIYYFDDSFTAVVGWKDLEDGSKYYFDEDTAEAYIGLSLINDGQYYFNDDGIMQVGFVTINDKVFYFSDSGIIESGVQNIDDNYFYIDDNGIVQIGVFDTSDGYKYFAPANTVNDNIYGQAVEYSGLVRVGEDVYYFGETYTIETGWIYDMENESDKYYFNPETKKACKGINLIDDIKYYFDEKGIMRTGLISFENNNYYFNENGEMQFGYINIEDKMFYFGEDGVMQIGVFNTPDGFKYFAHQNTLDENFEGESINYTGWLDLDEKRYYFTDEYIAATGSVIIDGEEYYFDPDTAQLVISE
# Active calls of the source: *; & = joins results of further samples.
SMILES,TcdB GH inh
O=C(Nc1ccc2c(c1)[C@H]1C[C@H](CC(=O)N3CCc4ccccc4C3)O[C@@H](CO)[C@H]1O2)NC1CCCC1,-0.3
C[C@@H]1CN([C@H](C)CO)C(=O)c2cccc(NS(C)(=O)=O)c2O[C@@H]1CN(C)C,-0.1
CC(C)NC(=O)N(C)C[C@H]1OCCCC[C@H](C)Oc2ccc(NS(C)(=O)=O)cc2C(=O)N([C@@H](C)CO)C[C@H]1C,-0.5
CNC(=O)C[C@H]1CC[C@H]2[C@H](COc3ccc(NC(=O)c4ccc(OC)cc4)cc3C(=O)N2C)O1,-0.5
C[C@H]1CN([C@@H](C)CO)S(=O)(=O)c2ccc(C#Cc3ccccc3F)cc2O[C@@H]1CN(C)C,0.6
O=C(NC1CCCC1)C(c1ccc(F)cc1)N1CCC(O)(c2ccc(Cl)cc2)CC1 (configuration not stated),1.0
CC(CNC(=O)[C@@H](Cc1ccccc1)NC(=O)[C@H]1O[C@@H](n2cnc3c(=O)[nH]c(N)nc32)[C@H](O)[C@@H]1O)c1ccccc1 (some centres not stated),0.7
Cc1cccc(C)c1N1C(=O)c2ccccc2NC(=O)C1C(=O)Nc1ccc(N2CCOCC2)cc1 (configuration not stated),0.1
COCCCNC(=O)[C@@]1(Cc2ccccc2)COC(c2ccc(OCCCO)cc2)=N1,-9.8
O=C(NCc1cc(F)cc(F)c1)[C@@H]1[C@@H](CO)[C@@H]2Cn3c(cccc3=O)[C@H]1N2C(=O)c1cnccn1,1.5
CN1C(=O)c2cc(NC(=O)c3ccc(F)c(F)c3)ccc2OC[C@H]2O[C@H](CC(=O)N[C@H]3CCN(Cc4ccccc4)C3)CC[C@H]21,-1.4
CN1c2ccc(-c3ccccc3)cc2[C@@H]2[C@@H](CCN2C(=O)c2ccccn2)[C@H]1CO,1.0
COc1ccc(NC(=O)N(C)C[C@@H]2OCCCC[C@@H](C)Oc3ccc(NC(=O)NC4CCCCC4)cc3C(=O)N([C@H](C)CO)C[C@@H]2C)cc1,0.9&1.1
O=C(N[C@H](C(=O)N1CCC[C@H]1C(=O)NCc1ccccc1)c1ccccc1)c1ccccc1,-0.3
CO[C@@H]1CN(C)C(=O)c2cc(NC(=O)c3nc4ccccc4s3)ccc2OC[C@H](C)N(Cc2cncnc2)C[C@H]1C,-0.4
COc1ccc(NC(=O)Nc2ccc3c(c2)C(=O)N([C@@H](C)CO)C[C@H](C)[C@@H](CN(C)C)OCCCC[C@@H](C)O3)cc1,-0.7
C[C@H](NC(=O)C[C@H]1C=C[C@@H](NC(=O)CN2CCOCC2)[C@H](CO)O1)c1ccccc1,0.4
C[C@@H]1CN([C@@H](C)CO)C(=O)c2cccc(NS(=O)(=O)c3ccccc3)c2O[C@@H]1CN(C)S(=O)(=O)c1cn(C)cn1,-0.3
Cc1noc(C)c1S(=O)(=O)Nc1ccc2c(c1)C(=O)N([C@@H](C)CO)C[C@H](C)[C@H](CN(C)S(=O)(=O)c1ccc(Cl)cc1)OCCCC[C@H](C)O2,-0.4
C[C@@H]1CN([C@@H](C)CO)C(=O)c2cc(NC(=O)CCC(F)(F)F)ccc2O[C@@H](C)CCCCO[C@H]1CN(C)C(=O)C1CCCCC1,-0.6
CCCC(=O)Nc1ccc2c(c1)OC[C@H](C)N(C(=O)c1ccncc1)C[C@H](C)[C@H](OC)CN(C)C2=O,0.6
CCN(C[C@H]1N[C@H](CO)[C@@H]1c1ccc(-c2cccc(F)c2)cc1)C(=O)CN(C)C,-4.6
CO[C@H]1CN(C)C(=O)c2cc(NC(=O)C3CCC3)ccc2OC[C@@H](C)N(C(=O)NC(C)C)C[C@@H]1C,0.8
O=C(Nc1ccc(F)cc1)N[C@@H]1CC[C@@H](CCNS(=O)(=O)c2cccc(Cl)c2)O[C@H]1CO,0.7
C[C@@H]1CN([C@H](C)CO)C(=O)Cc2cc(NC(=O)CCN3CCOCC3)ccc2O[C@H]1CN(C)C(=O)NC1CCCCC1,0.1
Cc1cc(C(=O)Nc2cccc3c2O[C@@H](CN(C)C(=O)Nc2c(C)noc2C)[C@@H](C)CN([C@H](C)CO)C3=O)n(C)n1,0.6
Cc1ccc(-c2cnc3c(c2)C(=O)N([C@H](C)CO)C[C@H](C)[C@H](CN(C)C(=O)c2ccccc2)O3)cc1,1.7
C[C@@H]1CN([C@H](C)CO)C(=O)c2cccc(NC(=O)NC3CCCCC3)c2O[C@@H]1CN(C)S(C)(=O)=O,-0.1
O=S(=O)(NCc1ccccc1)c1cc(Br)ccc1Br,1.6
C[C@@H]1CN([C@@H](C)CO)C(=O)c2cccc(NC(=O)c3ccncc3)c2O[C@H]1CN(C)Cc1ccc(Cl)c(Cl)c1,-2.0

# Next section (2 carried over from the part before).
SMILES,TcdB GH inh
O=S(=O)(NCc1ccccc1)c1cc(Br)ccc1Br,1.6
C[C@@H]1CN([C@@H](C)CO)C(=O)c2cccc(NC(=O)c3ccncc3)c2O[C@H]1CN(C)Cc1ccc(Cl)c(Cl)c1,-2.0
CC(C)NC(=O)N1C[C@H]2[C@@H](c3ccccc31)[C@H](CO)N2C(=O)c1ccccn1,1.3
CCO[C@@H]1OC(C(=O)N2CCN(Cc3ccc4c(c3)OCO4)CC2)=C[C@H](C(C)(C)C)[C@H]1CCCO,1.0
C[C@H](CO)N1C[C@H](C)[C@H](CN(C)Cc2ccncc2)OCCCC[C@H](C)Oc2ccc(NC(=O)CCCN(C)C)cc2C1=O,3.0
C[C@@H]1CN([C@@H](C)CO)C(=O)c2cc(NS(=O)(=O)c3cn(C)cn3)ccc2O[C@@H]1CN(C)Cc1ccc(-c2ccccc2)cc1,0.4
C[C@H]1CN([C@@H](C)CO)C(=O)c2cccc(NC(=O)C3CC3)c2O[C@H]1CN(C)Cc1ccc(C(=O)O)cc1,0.5
O=C(CCN1CCCCC1)NCC[C@@H]1CC[C@H](NC(=O)C2CCCC2)[C@H](CO)O1,-0.4
CCCNC(=O)Nc1ccc2c(c1)C(=O)N(C)[C@@H]1CC[C@@H](CC(=O)NCCCN(C)C)O[C@H]1CO2,-0.4
Cc1noc(C)c1S(=O)(=O)N(C)C[C@H]1OCCCC[C@@H](C)Oc2ccc(NC(=O)Nc3ccccc3)cc2C(=O)N([C@H](C)CO)C[C@@H]1C,1.5
C[C@H]1CN([C@@H](C)CO)C(=O)c2cc(NC(=O)C3CCCCC3)ccc2O[C@H]1CN(C)Cc1ccc(C(=O)Nc2ccccc2N)cc1,0.5
c1ccc(Cc2cnc(N3CCN(Cc4cccc(-c5ccsc5)n4)CC3)nc2)cc1,0.6
C[C@@H]1CCCCO[C@H](CN(C)S(=O)(=O)c2cn(C)cn2)[C@H](C)CN([C@H](C)CO)C(=O)c2cc(NC(=O)CCCN(C)C)ccc2O1,0.7
C[C@@H]1CN([C@@H](C)CO)C(=O)c2cc(C#CCN(C)C)cnc2O[C@H]1CN(C)Cc1ccc(-c2ccccc2)cc1,-0.6&-0.4
CN1CCN(C(=O)C[C@H]2C[C@H]3c4cc(NC(=O)Cc5ccncc5)ccc4O[C@H]3[C@@H](CO)O2)CC1,-0.6
O=C(Nc1ccc(Cl)cc1)N[C@H]1CC[C@H](CCn2cc(C3(O)CCCC3)nn2)O[C@@H]1CO,-0.8
CC(C)NC(=O)N(C)C[C@H]1Oc2c(NS(=O)(=O)c3ccc(Cl)cc3)cccc2C(=O)N([C@H](C)CO)C[C@H]1C,0.9
C[C@H]1CCCCO[C@@H](CN(C)CC2CCCCC2)[C@@H](C)CN([C@@H](C)CO)C(=O)c2cc(NC(=O)Nc3ccc4c(c3)OCO4)ccc2O1,-0.4
C[C@H]1CN([C@@H](C)CO)C(=O)Cc2cc(NS(=O)(=O)c3ccc(Cl)cc3)ccc2O[C@H]1CN(C)Cc1ccncc1,-1.1
COc1ccc(C#Cc2ccc3c(c2)[C@H]2[C@H](CCN2S(=O)(=O)c2ccc(OC)cc2)[C@@H](CO)N3C)cc1,-0.3
COc1ccc(NC(=O)N(C)C[C@@H]2Oc3ccc(NS(=O)(=O)c4ccc(Cl)cc4)cc3CC(=O)N([C@H](C)CO)C[C@H]2C)cc1,0.7
CN1c2ccc(Br)cc2[C@@H]2NCC[C@@H]2[C@@H]1CO,1.2
C[C@@H]1CCCCO[C@@H](CN(C)C(=O)C2CCCCC2)[C@H](C)CN([C@H](C)CO)C(=O)c2cc(NC(=O)Nc3ccc4c(c3)OCO4)ccc2O1,0.1
C[C@H](NC(=O)C[C@H]1C=C[C@H](NC(=O)Cc2ccccn2)[C@H](CO)O1)c1ccccc1,0.1
C[C@@H]1CN([C@@H](C)CO)C(=O)c2cccc(N(C)C)c2O[C@H]1CN(C)Cc1ccc(-c2ccccc2)cc1,0.9
CC(C)NC(=O)NCC[C@H]1CC[C@H](NC(=O)Nc2ccccc2)[C@H](CO)O1,0.4
C[C@@H]1CN([C@H](C)CO)S(=O)(=O)c2ccc(-c3ccccc3F)cc2O[C@@H]1CN(C)Cc1cncnc1,0.1
C[C@H](CO)N1C[C@H](C)[C@H](CN(C)C(=O)Nc2ccc(F)cc2)Oc2ncc(C3=CCCC3)cc2C1=O,1.7
CN1CCN(C(=O)C[C@@H]2CC[C@@H]3[C@H](COC[C@H](O)CN3C(=O)C3CC3)O2)CC1,1.0
COc1ccc2c3c(n(C)c2c1)[C@H](CO)N(C(=O)CC1CC1)CC31CN(Cc2nccs2)C1,0.1
O=C1N(CCS(=O)(=O)c2ccccc2)Cc2ccccc2[C@@H]2OC(c3ccc(OCCCO)cc3)=N[C@]12CCS(=O)(=O)c1ccccc1,-0.9
C[C@@H]1CN([C@@H](C)CO)C(=O)c2cccc(NS(=O)(=O)c3ccc(Cl)cc3)c2O[C@@H]1CN(C)CC1CC1,0.9

# A different layout for some results above.
mol	TcdB GH inh
COc1ccc(C#Cc2ccc3c(c2)[C@H]2[C@H](CCN2S(=O)(=O)c2ccc(OC)cc2)[C@@H](CO)N3C)cc1	-0.3
COc1ccc(NC(=O)N(C)C[C@@H]2Oc3ccc(NS(=O)(=O)c4ccc(Cl)cc4)cc3CC(=O)N([C@H](C)CO)C[C@H]2C)cc1	0.7
CN1c2ccc(Br)cc2[C@@H]2NCC[C@@H]2[C@@H]1CO	1.2
C[C@@H]1CCCCO[C@@H](CN(C)C(=O)C2CCCCC2)[C@H](C)CN([C@H](C)CO)C(=O)c2cc(NC(=O)Nc3ccc4c(c3)OCO4)ccc2O1	0.1
C[C@H](NC(=O)C[C@H]1C=C[C@H](NC(=O)Cc2ccccn2)[C@H](CO)O1)c1ccccc1	0.1
C[C@@H]1CN([C@@H](C)CO)C(=O)c2cccc(N(C)C)c2O[C@H]1CN(C)Cc1ccc(-c2ccccc2)cc1	0.9
CC(C)NC(=O)NCC[C@H]1CC[C@H](NC(=O)Nc2ccccc2)[C@H](CO)O1	0.4
C[C@@H]1CN([C@H](C)CO)S(=O)(=O)c2ccc(-c3ccccc3F)cc2O[C@@H]1CN(C)Cc1cncnc1	0.1
C[C@H](CO)N1C[C@H](C)[C@H](CN(C)C(=O)Nc2ccc(F)cc2)Oc2ncc(C3=CCCC3)cc2C1=O	1.7
CN1CCN(C(=O)C[C@@H]2CC[C@@H]3[C@H](COC[C@H](O)CN3C(=O)C3CC3)O2)CC1	1.0

# (continued)
SMILES,TcdB GH inh
O=S(=O)(N[C@@H]1CC[C@@H](CCn2cc(-c3cccc(F)c3)nn2)O[C@H]1CO)c1ccccc1,0.1
O=C(C[C@H]1C[C@H]2c3cc(NC(=O)Cc4ccncc4)ccc3O[C@H]2[C@H](CO)O1)NCCN1CCCCC1,-1.0
C[C@H]1CCCCO[C@@H](CN(C)CC2CCCCC2)[C@@H](C)CN([C@@H](C)CO)C(=O)c2cc(NC(=O)Nc3cccc4ccccc34)ccc2O1,-0.2
C[C@@H]1CN([C@H](C)CO)C(=O)c2cc(/C=C/c3ccccc3)cnc2O[C@@H]1CN(C)Cc1ccncc1,2.7
O=C(C[C@H]1C=C[C@H](NC(=O)C2CCOCC2)[C@H](CO)O1)NCc1ccccc1Cl,-0.5
CN(C)C(=O)C[C@@H]1CC[C@H]2[C@@H](COc3ccc(NS(=O)(=O)c4cccc(F)c4)cc3C(=O)N2C)O1,0.8
CC(=O)N1[C@H](CO)[C@H](c2ccc(-c3cncnc3)cc2)[C@@H]1CN(C)C(=O)C1CC1,-0.5
C[C@H](CO)N1C[C@H](C)[C@H](CN(C)C(=O)c2cccc(F)c2)Oc2ncc(-c3cncnc3)cc2C1=O,-0.9
COc1cccc(-c2ccc3c(c2)[C@@H]2[C@@H](CCN2C(=O)c2ccccc2F)[C@@H](CO)N3C)c1,-0.7
CO[C@H]1CN(C)C(=O)c2cc(NS(=O)(=O)c3ccc(C)cc3)ccc2OC[C@@H](C)NC[C@@H]1C,-0.9
C[C@@H]1CN([C@@H](C)CO)C(=O)c2cc(NC(=O)CCC(F)(F)F)ccc2O[C@@H]1CN(C)C(=O)Nc1ccc(C(F)(F)F)cc1,0.3
CCC(=O)N(C)C[C@@H]1Oc2ncc(C#Cc3cccnc3)cc2C(=O)N([C@H](C)CO)C[C@@H]1C,-0.1
CC(C)NC(=O)Nc1ccc2c(c1)CC(=O)N([C@H](C)CO)C[C@H](C)[C@@H](CN(C)C(=O)NC1CCCCC1)O2,-0.7
O=C(NCC1CC1)[C@H]1[C@H](CO)[C@H]2Cn3c(ccc(-c4ccncc4)c3=O)[C@@H]1N2CC1CC1,0.9
C[C@@H]1CN([C@@H](C)CO)C(=O)c2cc(NC(=O)Nc3ccc(C(F)(F)F)cc3)ccc2O[C@@H]1CN(C)Cc1ccc(C(=O)Nc2ccccc2N)cc1,-0.7
O=C(C1CCC1)N1CC2(C1)[C@H](c1ccccc1)[C@@H](CO)N2Cc1ccccc1F,0.5
COC(=O)[C@]12C[C@H](CC(=O)NCc3cccs3)C(=O)N(Cc3ccc4c(c3)OCO4)C1=C[C@H](COCc1ccccc1)O[C@@H]2C,0.9
Cc1ccc(-c2cnc3c(c2)C(=O)N([C@H](C)CO)C[C@H](C)[C@@H](CN(C)C(=O)c2ccncc2)O3)cc1,-0.5
COCC(=O)N1CC[C@@H]2[C@H]1c1cc(-c3ccc(F)cc3)ccc1N(C)[C@H]2CO,14.7*
C[C@H]1CN([C@@H](C)CO)C(=O)c2c(c3ccccc3n2C)-c2ccccc2CO[C@@H]1CN(C)Cc1cccc(F)c1,0.3
O=C(Nc1ccc(Cl)cc1)N[C@H]1CC[C@@H](CCNS(=O)(=O)c2ccccc2F)O[C@H]1CO,-1.3
C[C@H]1CN([C@@H](C)CO)C(=O)Cc2cc(NC(=O)CCN3CCOCC3)ccc2O[C@H]1CN(C)S(=O)(=O)c1ccc(Cl)cc1,-0.1

# Screening data as filed in PubChem BioAssay.

# These rows are one share of the data; rates above refer to the full screens.
